# Bioassay records from PubChem BioAssay.
# Anthrax LF prot: inhibitors of Bacillus anthracis lethal factor protease; P15917; multiplex microsphere protease cleavage assay, LF; inhibition, % at 10 µM; hit rate 0.12% among 360,000; AID 588501; in the data active = inhibition above about 30%; note: plate controls were buffer without enzyme for full effect and enzyme alone for no effect
# Target sequence (P15917 whole entry, looked up): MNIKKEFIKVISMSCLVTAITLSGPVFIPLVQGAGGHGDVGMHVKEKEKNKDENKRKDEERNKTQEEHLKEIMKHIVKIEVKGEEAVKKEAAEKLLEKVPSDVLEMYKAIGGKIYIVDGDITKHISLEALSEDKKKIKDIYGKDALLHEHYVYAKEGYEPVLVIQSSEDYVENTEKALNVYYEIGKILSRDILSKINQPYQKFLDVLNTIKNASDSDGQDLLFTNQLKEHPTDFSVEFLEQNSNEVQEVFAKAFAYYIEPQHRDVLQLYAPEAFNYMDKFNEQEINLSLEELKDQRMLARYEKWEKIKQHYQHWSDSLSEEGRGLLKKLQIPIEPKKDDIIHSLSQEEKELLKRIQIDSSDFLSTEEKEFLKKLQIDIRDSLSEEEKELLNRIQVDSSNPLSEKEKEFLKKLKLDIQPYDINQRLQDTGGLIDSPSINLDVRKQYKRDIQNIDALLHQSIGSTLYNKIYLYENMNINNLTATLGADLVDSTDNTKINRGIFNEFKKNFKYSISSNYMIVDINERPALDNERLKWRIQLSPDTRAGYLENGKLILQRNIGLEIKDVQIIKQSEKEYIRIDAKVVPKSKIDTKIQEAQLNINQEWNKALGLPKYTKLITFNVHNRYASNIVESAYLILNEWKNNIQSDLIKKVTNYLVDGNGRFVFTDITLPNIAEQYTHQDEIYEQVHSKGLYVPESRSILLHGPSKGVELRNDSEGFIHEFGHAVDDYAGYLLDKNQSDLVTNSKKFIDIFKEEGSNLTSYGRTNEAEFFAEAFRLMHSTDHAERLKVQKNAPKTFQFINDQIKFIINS
# PfHsp40 rescue: rescue of PfHsp40-mediated yeast toxicity; hit rate 0.68% among 340,000; AID 504582; growth rescue, % at 12.5 µM; S. cerevisiae expressing PfHsp40, growth rescue, ATP luminescence; in the data active = growth rescue above about 28%, passing the limit was not always enough;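 note: yeast W303a lacking pdr1 and pdr3 grown in galactose medium; growth measured after three days at 30 °C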
# VHR inh abs: blocks human VHR1 dual specificity phosphatase; P51452; recombinant VHR phosphatase, pNPP absorbance; inhibition, % at 13.3 µM; hit rate 0.52% among 290,000; AID 1654; in the data active = inhibition above about 50%; note: some compounds called inactive have numbers as strong as hits
# SARS 3CLpro inh: SARS-CoV 3CLpro protease inhibition. P0C6X7. recombinant SARS-CoV 3CLpro, quenched FRET peptide cleavage. inhibition, % at 6 µM. hit rate 0.14% among 290,000. AID 1706; in the data active = inhibition above about 12%
# MazEF act: activators of E. coli MazEF toxin-antitoxin RNase. FAM/BHQ RNA-DNA oligo cleavage fluorescence, 5 h. AID 504720. activation, % at 20 µM. P0AE70. hit rate 0.32% among 350,000; in the data active = activation above about 50%
# Target sequence (P0AE70 whole entry, looked up): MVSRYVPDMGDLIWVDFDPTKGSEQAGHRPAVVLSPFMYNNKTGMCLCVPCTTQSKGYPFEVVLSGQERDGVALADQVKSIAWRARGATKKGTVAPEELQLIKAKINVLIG
# BH1578 lux ind: quorum light induction in luxS cqsA deficient V. cholerae | V. cholerae BH1578 lux reporter, luminescence, 6 h | activation, % at 18.7 µM | hit rate 0.16% among 350,000; in the data active = activation mostly above about 9.7%, no sharp cut-off; note: not every result past the cut was called active; inactives centre near 0; reference of the scale not given here
# Rv3671c protease: inhibits the M. tuberculosis serine protease Rv3671c; inhibition, % at 5.96 µM; P9WHR9; hit rate 0.048% among 320,000; in the data active = inhibition above about 38%;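 note: extracellular domain of Rv3671c used as enzyme; 0% = enzyme with DMSO and 100% = no enzyme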
# TcdB inh: TcdB glycohydrolase inhibition; P18177; TcdB glycohydrolase enzymatic assay, plate reader; inhibition, % at 9.99 µM; hit rate 0.24% among 350,000; in the data active = inhibition above about 10%
# SSB-PriA inh: inhibitors of Klebsiella pneumoniae PriA binding to SSB C-terminal tail | hit rate 0.6% among 430,000 | AlphaScreen SSBct-PriA binding, biotinylated peptide | inhibition, % at 33 µM; in the data active = inhibition mostly above about 37%, no sharp cut-off; inactive = mostly below about 20%;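 note: plate controls were negative control peptide for no effect and reference peptide for full effect; strong numbers were not always called active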
# Y pestis TopoI: inhibitors of Yersinia pestis topoisomerase I; activity, % at 10 µM; Y. pestis Topo-I cleavage product accumulation, plate reader; hit rate 0.064% among 360,000; in the data active = activity above about 50%, passing the limit was not always enough; note: inactives centre near 2
# * marks the source's active call; other numbers are inactive results; i = inactive; . = not tested or not shown. This is a subset; rates above refer to the full screens.
SMILES,Anthrax LF prot,PfHsp40 rescue,VHR inh abs,SARS 3CLpro inh,MazEF act,BH1578 lux ind,Rv3671c protease,TcdB inh,SSB-PriA inh,Y pestis TopoI
CCCc1ccc(C#N)c(SC2CC(=O)N(c3ccc(OC)cc3)C2=O)n1 (stereo unspecified),-7,0.6,-4,1,1,0.8,-3,0.3,3,4
O=C(NCCCN1CCOCC1)C(=O)NCc1ccccc1,5,-1.4,20,0,8,3.5,-2,0.7,1,-1
Cc1cc(N=Cc2c(O)ccc3ccccc23)no1,5,-1.8,-12,0,4,i,-2,.,-6,-7
COc1cc(C(=O)NCCN2C(=O)S/C(=C\c3cccs3)C2=O)cc(OC)c1OC,0,-2.1,17,0,-6,-0.3,6,1.8,0,-6
O=C(CSc1nnnn1C1CCCCC1)NCc1cccc(C(=O)O)c1,-5,0.2,-23,1,-1,.,-7,.,-5,5
CCOC(=O)c1c(C)oc2cc(Br)c(OC(=O)N3CCOCC3)cc12,-7,1.0,13,0,-7,0.0,-2,.,-10,-2
CCOCCc1nnc(N)s1,0,-1.9,44,0,3,-0.6,-7,1.5,4,6
CCC(C)NC(=O)C(Cc1ccccc1)NS(=O)(=O)c1cccc2nsnc12 (stereo unspecified),-5,-0.7,13,-1,8,3.7,3,.,-9,2
COCCN(C(=O)COC(=O)C1CCC(C(C)(C)C)CC1)c1c(N)n(Cc2ccccc2)c(=O)[nH]c1=O (stereo unspecified),5,1.2,.,.,2,0.3,-3,-1.0,-8,12
O=C(CCNC(=O)c1ccc([N+](=O)[O-])cc1)NCc1ccccc1,-5,-0.3,.,.,3,-0.7,.,1.1,8,-17
CCN(CC)S(=O)(=O)c1cccc(NC(=O)c2ccc(S(=O)(=O)N3CCCC3)cc2)c1,10,-2.9,.,.,4,i,.,-0.6,3,11
C/C=C/C(=O)N1CC2(CC(c3cccc(NC(=O)COc4ccc(Cl)cc4)c3)=NO2)C[C@@H]1C(N)=O (stereo partly specified),8,-1.8,0,.,9,0.2,-2,1.0,8,23
CCOC(=O)C1=NN(c2ccc(Cl)cc2)C(=O)C1,0,0.6,11,2,-8,-0.2,-5,1.0,-10,8
COc1ccc(OC)c(NC(=O)C(C)SCc2nc3sc(C)c(C)c3c(=O)[nH]2)c1 (stereo unspecified),-1,-1.1,.,.,-16,i,2,0.8,-11,-3
COc1ccccc1Nc1cc(C(=O)NCCCN2CCOCC2)c2ccccc2n1,0,68*,17,-6,7,-0.3,1,-0.3,-3,-5
O=c1cc(C(F)(F)F)nc(-c2ccccc2OC(F)(F)F)[nH]1,6,0.8,6,1,10,i,7,1.9,2,2
O=C(NNC(=O)c1ccccc1OCc1ccc(F)cc1)c1ccncc1,-7,-1.1,.,.,-3,i,-2,-0.4,-8,-10
Cc1cc2nc(SCCOC(=O)Nc3ccc(Cl)cc3)nc(C)c2cc1C,-6,-0.3,7,2,-7,0.5,-2,.,-13,27
COc1cc(C2/C(=C(\O)c3ccc4c(c3)CC(C)O4)C(=O)C(=O)N2CCCn2ccnc2)ccc1O (stereo unspecified),0,1.4,20,-5,0,-0.4,-5,.,.,2
Nc1ccc2nc(-c3ccccc3)sc2c1,-8,0.1,-20,-8,5,i,1,.,-1,5
C=CCn1c(SCc2ccc(C(=O)O)cc2)nc2sc(C)c(C)c2c1=O,4,0.3,13,7,-1,-0.2,-9,-0.6,-6,5
COc1ccccc1C(c1nnnn1Cc1ccccc1)N1CCN(C2CCCC2)CC1 (stereo unspecified),0,-0.9,8,0,4,i,8,.,-4,4
CCOc1ccc(-n2cccc2C=O)cc1,-3,0.5,-4,-4,0,i,10,.,-10,2
CCC(C)N(C(=O)CSc1nncn1C)C1CCS(=O)(=O)C1 (stereo unspecified),4,-1.3,.,.,4,i,4,0.5,-1,-2

# Copied from the list:
# Under SARS 3CLpro inh, Nc1ccc2nc(-c3ccccc3)sc2c1 has the entry -8
# Under SSB-PriA inh, COc1ccccc1C(c1nnnn1Cc1ccccc1)N1CCN(C2CCCC2)CC1 (stereo unspecified) has the entry -4
# Under Anthrax LF prot, O=C(NNC(=O)c1ccccc1OCc1ccc(F)cc1)c1ccncc1 has the entry -7
# Under Rv3671c protease, C=CCn1c(SCc2ccc(C(=O)O)cc2)nc2sc(C)c(C)c2c1=O has the entry -9

# Further results
SMILES,Anthrax LF prot,PfHsp40 rescue,VHR inh abs,SARS 3CLpro inh,MazEF act,BH1578 lux ind,Rv3671c protease,TcdB inh,SSB-PriA inh,Y pestis TopoI
COc1ccc(S(=O)(=O)N2CCC(C(=O)NCC3CCCO3)CC2)cc1C (stereo unspecified),0,-0.5,13,-4,5,-0.4,-5,.,-14,1
CC(=O)c1cccc(NS(=O)(=O)c2ccc(-c3cc(C)no3)s2)c1,-3,-0.1,14,5,0,-0.4,-3,2.0,-8,-3
CCOC(=O)N1N=C(c2ccc(C)cc2)CC1(O)C(F)(F)F (stereo unspecified),-2,-1.4,4,-2,8,-11,5,0.7,1,-2
NC(=O)CN1CCN(c2cccc(Cl)c2)CC1,0,-0.5,20,3,-21,-0.3,-7,0.3,-6,3
Cc1ccc(-n2c(Cc3ccccc3)nnc2SCC(=O)NNC(=O)Cc2ccccc2)cc1,-3,-0.2,18,1,2,i,-7,.,-5,42
COc1ccc2ccccc2c1-c1sc(Nc2ccccc2)n[n+]1-c1ccc(F)cc1,0,1.3,28,-2,6,2.7,-3,-7.1,39*,-2
CC(C)Cc1csc(NC(=O)c2ccc(F)cc2)c1C(=O)O,0,0.9,1,9,-1,-0.4,5,.,-16,0
CC(=O)c1ccc(N2CCN(C(=O)c3ccc(S(=O)(=O)NCc4ccco4)cc3)CC2)cc1,-4,-1.4,.,.,8,i,1,2.4,-9,7
COc1ccc(S(=O)(=O)N2CCOC2CNC(=O)C(=O)NCc2ccncc2)cc1C (stereo unspecified),4,2.0,39,-5,-5,-1.7,-1,-0.3,10,10
CCOc1ccc(NC(=O)Cc2ccc(S(=O)(=O)N3CCOCC3)s2)cc1OCC,0,0.7,18,5,5,-0.1,-1,0.9,-4,15
CCN(CC)CC(C)CNC(=O)CN1C(=O)CSc2ccc(S(=O)(=O)N3CCOCC3)cc21 (stereo unspecified),-2,-0.4,34,0,1,-0.3,0,0.8,-7,-1
Cc1cccc(S(=O)(=O)c2c(N)n(/N=C/c3ccccc3)c3nc4ccccc4nc23)c1,0,0.0,4,-2,-11,i,8,.,.,0

# Part of the list above with just TcdB inh, VHR inh abs and MazEF act:
smiles	TcdB inh	VHR inh abs	MazEF act
CC(=O)c1ccc(N2CCN(C(=O)c3ccc(S(=O)(=O)NCc4ccco4)cc3)CC2)cc1	2.4	.	8
COc1ccc(S(=O)(=O)N2CCOC2CNC(=O)C(=O)NCc2ccncc2)cc1C (stereo unspecified)	-0.3	39	-5

# Further records follow:
SMILES,Anthrax LF prot,PfHsp40 rescue,VHR inh abs,SARS 3CLpro inh,MazEF act,BH1578 lux ind,Rv3671c protease,TcdB inh,SSB-PriA inh,Y pestis TopoI
COC(=O)c1ccc(CN(c2ccccn2)S(=O)(=O)c2ccccc2)cc1,10,0.6,32,4,4,i,11,.,-16,11
CCC(C)NC(=O)CNC(=S)N(Cc1ccccc1F)C1CCCCC1 (stereo unspecified),-1,0.6,-2,4,2,i,-12,0.8,-2,9
CCn1ncc(-c2csc(N)n2)c1C,-4,-1.2,22,1,-1,-0.3,0,1.6,-8,-5
Cc1ccnc(N2C(=O)c3ccc([N+](=O)[O-])cc3C2=O)c1,.,0.4,1,1,.,-0.7,-3,0.7,.,5
O=C1Nc2ccccc2O/C1=C\c1ccccc1Br,-11,-1.1,6,-6,-19,0.5,-2,-0.5,-14,-6
CC(=O)Nc1ccc(S(=O)(=O)NCCC(=O)NNC(=O)c2ccncc2)cc1,-2,0.3,.,.,-1,-2.4,1,0.4,-1,-4
COc1cccc(NC(=O)N2CCCC2C(=O)NCc2ccco2)c1 (stereo unspecified),-1,0.4,7,2,9,-0.3,0,0.2,-4,4
CCCn1nc(C(=O)NC2CC2)c2ccccc2c1=O,-5,0.9,.,.,0,i,7,-0.2,3,-3
O=C(NCCCN1CCCC1)Nc1ccccc1[N+](=O)[O-],-6,-0.9,20,-1,6,-0.6,0,-0.2,11,4
c1ccc(CNc2ccc(N3CCOCC3)cc2)cc1,-9,0.1,.,.,-2,-0.4,4,0.3,59,-6
c1ccc(CNn2c(N3CCOCC3)nc3ccccc32)cc1,-3,-0.4,1,-6,-6,-0.6,.,.,-14,9
COc1ccc2[nH]c3c(c2c1)CCN1C(=O)C(CC(=O)NCCN2CCOCC2)C[C@H](C(=O)N(C(C)C)C(C)C)[C@@]31C (stereo partly specified),-1,-0.5,.,.,7,1.1,.,1.7,-5,14
CC(=O)N1c2ccc(S(=O)(=O)NCC3CCC(C(=O)Nc4cccc(C)n4)CC3)cc2CC1C (stereo unspecified),-4,-0.3,22,-2,4,-0.1,-3,0.8,0,17
O=C(CSc1nnc(-c2ccco2)n1Cc1ccco1)NCc1ccccc1,2,-0.2,6,-2,1,.,4,.,-17,7
COc1ccc(NC(=O)Nc2ccccc2C(=O)N2CCCC2)cc1,0,-0.3,-11,1,9,i,6,.,-16,0
COC(C[C@H]1O[C@H]1[C@H](O)COCc1ccccc1)OC,-1,-0.9,15,.,4,-0.3,.,-0.7,-1,-4
CC(C)(C)n1nnnc1C(c1ccncc1)N1CCN(C2CCCCC2)CC1 (stereo unspecified),3,-1.1,21,2,5,-0.4,-2,0.8,4,0
CC1=C(C(=O)N2CCOCC2)C(c2ccsc2)C2=C(CCCC2=O)N1 (stereo unspecified),-2,-1.1,0,-6,-2,-1.4,4,0.5,-7,-2
CN(C(=O)c1ccc(S(=O)(=O)NC2CCCC2)cc1)C1CCCCC1,-5,0.4,-1,-4,1,i,-3,.,-9,8
CCC(C)(C)NC(=O)c1sccc1Oc1ccc(F)cc1[N+](=O)[O-],1,0.2,51*,-5,7,3.8,1,2.2,5,6
COc1cc(/C(C)=N/NC(=O)CSc2nncn2C)ccc1OCc1ccccc1Cl,4,-1.6,-6,-1,5,-3.3,-2,0.3,.,-4
COc1ccc(N/N=C(\C=N\O)C(=O)c2ccc(OC)cc2)cc1,-2,0.8,12,0,2,-5.3,10,.,.,-4
N#CC1(c2ccccc2)CCN(S(=O)(=O)c2ccc(OC(F)(F)F)cc2)CC1,-1,1.0,-6,2,1,-0.3,-5,-1.1,-2,16
N=c1c2ccccc2nc2n1CCCCCCC2,4,.,.,.,8,i,.,1.3,.,-7
Cc1c(C(=O)O)oc2c1/C(=N\O)CC(C)(C)C2,0,-1.0,-7,6,7,-3.1,12,-3.1,.,2
CCCc1ccc(OCCNC(C)=O)cc1,-2,1.0,.,5,2,1.7,-7,0.0,-17,0
c1ccc(Cn2c(-c3ccccc3)c[n+]3c2SCCC3)cc1,.,-0.5,9,0,-11,0.0,-5,0.6,-19,4
C=CCn1c(SCc2csc(-c3ccc(C)cc3)n2)nnc1-c1ccccc1OC,-2,1.2,0,-1,0,i,-11,.,17,12
COc1ccc(S(=O)(=O)N2CCOC23CCN(S(=O)(=O)c2ccc(F)cc2C)CC3)cc1,-5,0.3,.,.,-1,-0.7,.,1.1,-9,15
O=S1(=O)CC=C(CSc2nc3ccccc3[nH]2)C1,1,-0.3,14,5,13,i,5,.,-10,4
COc1ccc2[nH]c3c(c2c1)CCN1C(=O)C(CC(=O)NC(C)(C)C)C[C@H](C(=O)N(C(C)C)C(C)C)[C@@]31C (stereo partly specified),0,1.6,.,.,5,i,.,1.3,6,26
O=C(NCc1ccc2c(c1)OCO2)C1CCN(c2ccc(S(=O)(=O)N3CCCC3)cc2)CC1,-2,-0.6,-12,-4,2,-1.2,8,1.3,5,37
COc1ccc2oc(C(=O)N3CCN(C(=O)c4ccco4)CC3)c(C)c2c1,-4,1.9,.,.,-3,-7.9,1,-1.4,10,13
COc1ccc(NC(=O)CSc2nnc3c4c(nc(-c5ccccc5)n23)CC(C)(C)OC4)cc1,-6,-0.5,3,-1,-10,i,0,.,-8,2
